# Growth percent in the NCI-60 one-dose screen (48 h, 10 µM unless noted): 100 = growth as untreated, 0 = no growth, -100 = all killed.
# SK-MEL-5 = SK-MEL-5 melanoma. hit rate 6.4% among 80,000. AID 1794755
# T-47D = T-47D breast cancer. hit rate 5% among 79,000
# SK-MEL-2 = SK-MEL-2 melanoma | hit rate 4.7% among 77,000 | AID 1794763
# UACC-257 = UACC-257 melanoma. hit rate 4.4% among 78,000. AID 1794764
# MALME-3M = MALME-3M melanoma | hit rate 5.8% among 78,000
# LOX IMVI = LOX IMVI melanoma. hit rate 7.4% among 79,000
# SK-MEL-28 = SK-MEL-28 melanoma. hit rate 4.1% among 81,000. AID 1794761
# HS 578T = HS 578T breast cancer; hit rate 4.1% among 78,000
# An asterisk follows results filed as active; x = not tested or not shown; & = joins results of further samples; ! = not confirmed by another sample. Rule for the calls: active = growth percent below 10; inactive = the rest. This is a random part of the collection. Share with any hit: about 11%.
Structure,SK-MEL-5,T-47D,SK-MEL-2,UACC-257,MALME-3M,LOX IMVI,SK-MEL-28,HS 578T
COc1ccc(/C=C2\C=C(c3ccc(Cl)c(Cl)c3)NC2=O)cc1,101,83,103,103,96,x,101,99
CC(O)CC1CCCC(CC(C)O)N1 (stereo not given),102,99,73,84,103,97,103,103
[N-]=[N+]=C1C(=O)NC(=O)N2C3CC(O)C(COC12)O3 (stereo not given),106,100,134,108,119,99,110,115
N#CSc1c[nH]c2cccc(/C=C/C(=O)/C=C(O)/C=C/c3cccc4[nH]cc(SC#N)c34)c12,-87*,-10*,-59*,-27*,-82*,-95*,-68*,23
C#CCOc1ccc(C=O)cc1,103,99,105,107,109,94,104,101
c1csc([C@@H](CC2CCCCC2)c2ccc3ccccc3c2)c1,109,99,96,x,105,97,102,112
CC(C)CCOc1ccc(NC(=S)Nc2ccc(OCCC(C)C)cc2)cc1,83,77,95,76,134,102,103,93
NC(=S)N/N=C/c1ccc2c(n1)C(=O)C(Br)=C(c1ccccc1)C2=O,99,75,111,99,118,98,108,99
COc1ccc2[nH]cc(-c3nnc(N)nc3-c3c[nH]c4ncc(Br)cc34)c2c1,91,54,104,127,92,x,99,70
CCOC(=O)C1C(=O)C(=O)N(C2CCCCC2)C1C(=O)OCC (stereo not given),97,99,133,102,x,103,107,97
C=CCN1CC(=O)N(/N=C2\C(=O)Nc3ccccc32)C1=S,93,79,95,100,96,86,110,82
COc1ccc(-c2cnc(-c3ccncc3-c3cccc(OC)c3)o2)cc1,-20*,37,5.3*,84,92,27,58,53
CCOC(=O)c1c2c(c3ccc4c5ccccc5ccc4n13)C(=O)c1ccccc1C2=O,109,100,110,122,100,98,112,124
O=C(NC1CCOCC1)c1ccc2c(c1)CN(c1ncc(Cc3cccc(-n4cccn4)c3)s1)CC2,31,39,55,63,64,64,88,96
CCOC(=O)C1=C(N)Oc2n[nH]c(C)c2C1c1cc(=O)oc2ccc(Cl)cc12 (stereo not given),99,89,103,97,108,91,111,103
CC(=O)Nc1c([N+](=O)[O-])cc2c3c(cccc13)CC2,98&100,98&107,100,99,95&124,100,105&113,109
CCOC(=O)C(C(=O)OCC)C(=O)C(C)C,104,90,108,107,133,105,111,98
C[C@]12C=CC(=O)C=C1CC[C@@H]1[C@@H]2[C@@H](O)C[C@@]2(C)[C@H]1CC[C@]2(O)C(=O)COC(=O)CCC(=O)O,81,101,84,x,80,102,113,94
COc1ccc(-c2cc(-c3cc(C(=O)c4ccccc4)n4ccc(C)cc34)nc(N)c2C#N)cc1,68,65,85,84,51,51,88,9.0*
C[C@]12C=CC(=O)C=C1CCC1C3C[C@@H](O)[C@](O)(C(=O)CO)[C@@]3(C)C[C@H](O)[C@@]12F (stereo not given in full),97,x,103,106,95,106,108,123
CC1CC(=O)NC(=O)N1Cc1ccccc1 (stereo not given),104&105,103&116,118,113&129,115,88&108,107&111,106&109
CNC(=O)c1[nH]cc(-c2ccc(OC)cc2)c1-c1cc(OC)c2c(c1OC)OCO2,100,92,105,104,95,97,101,115
CCOP(=O)(OCC)c1nc(CNC(=O)/C(=C\c2ccccc2)NC(=O)c2ccccc2)oc1N1CCCCC1,100,98,105,110,96,102,108,100
O[C@@H]1CCO[C@H](c2ccc3ccccc3c2)C1,102,89,96,99,97,102,111,100
N#Cc1c(Nc2cccc(Cl)c2)sc(C(=O)c2cc3cc(Cl)ccc3o2)c1N,73,74,71,102,101,86,94,105
CN1CCc2c(sc3ncnc(N/N=C/c4ccc(Cl)c(Cl)c4)c23)C1,87,90,117,92,39,x,21,78
CCOC(=O)c1sc2ncnc(Nc3ccc4c(cnn4C(=O)Nc4ccc(C)c(Cl)c4)c3)c2c1C,102,101,84,x,91,96,111,112
NCC1CCCCO1 (stereo not given),106,99,128,104,108,102,104,134
O=C(CNc1nc(-c2cccc([N+](=O)[O-])c2)cs1)Nc1ccc(Cl)cc1[N+](=O)[O-],107,106,106,107,106,107,107,114
S=c1oc(-c2cc(Cl)cc(Cl)c2Cl)nn1CN1CCOCC1,106,93,99,94,81,89,114,97
CNC(=O)c1cc(Oc2ccc3nc(Nc4ccc(Cl)c(C(F)(F)F)c4)ccc3c2)ccn1,60,43,76,47,83,61,69,78
O=C1C=CC(=O)C2=C1CCCC2,97,85,110,96,92,x,108,x
O=C(Nc1ccc(S(=O)(=O)N2CCOCC2)cc1)c1ccc(CN2CCc3ccccc3C2)cc1,14,32,x,33,76,65,98,83
C=CCNC(=S)Nc1cccc(Cl)c1,105,106,123,106,120,104,113,119
Cc1cc(C#Cc2ccccc2)ccc1-n1c(/C=C/c2ccc(O)cc2)nc2ccccc2c1=O,61,19,55,87,x,48,86,85
c1ccc(NN=C(c2ccccc2)c2ccccc2)cc1,94,52,112,112,94,x,101,x
NC(=O)C(=O)Cc1nc2ccccc2s1,97,97,103,83,83,103,109,100
ClC(Cl)c1nc(-c2cccs2)n2nc(-c3ccccc3)cc2n1,90,2.6*,78,16,68,84,-46*,-21*
CCCCC1COc2cccc3c2N1C=C/C3=C\C(=O)N(C)c1ccc(Br)cc1 (stereo not given),99,100,111,104,99,102,101,103
Cc1ccc(/C=C/C2=NN(c3ccc(-c4ccc(Cl)cc4)nn3)C(c3ccc(C)o3)C2)o1 (stereo not given),94,53,95,103,102,84,98,88
Cc1n(Cc2ccc3ccccc3c2)c(Cl)c(Cl)[n+]1Cc1ccc2ccccc2c1,-79*,10,25,-14*,-0.5*,28,27,47
Cc1ccc(OCC(COc2ccc(C)cc2)OCCN(C)C)cc1,86,85,108,93,102,88,99,79
COc1cc(CNC(=O)/C=C/c2ccc3c(c2)OCO3)ccc1OCc1cn(-c2ccccc2)nn1,81,56,110,92,87,x,101,x
CCCCCCCCc1ccc(C(=O)Nc2cccc(O)c2)cc1,47,68,84,79,77,65,83,81
CC(C)CCC[C@@H](C)[C@H]1CC[C@H]2[C@@H]3CC=C4c5sc(Nc6ccccc6F)nc5CC[C@]4(C)[C@H]3CC[C@]12C,105,103,103,107,108,101,113,101
CO/N=C/C=C\C(=O)N/C=C/C[C@H]1/C=C/[C@H](O)/C=C\C=C\c2cccc(O)c2C(=O)O1,-69*,17&16,-21*,-17*!,22&60,-74*,32,57&51
CN1CCCN(Cc2ccc(C(=O)Nc3cccc(Nc4ccc5cc(O)ccc5n4)c3)cc2C(F)(F)F)CC1,32,89,111,60,51,-100*,-68*,62
COC(=O)[C@H](C)NC(=O)[C@H](Cc1ccccc1)NCc1ccco1,97,98,106,83,101,108,98,91

# 6 records drawn at random from those above, as already listed:
Structure,SK-MEL-5,T-47D,SK-MEL-2,UACC-257,MALME-3M,LOX IMVI,SK-MEL-28,HS 578T
CC(C)CCC[C@@H](C)[C@H]1CC[C@H]2[C@@H]3CC=C4c5sc(Nc6ccccc6F)nc5CC[C@]4(C)[C@H]3CC[C@]12C,105,103,103,107,108,101,113,101
C[C@]12C=CC(=O)C=C1CCC1C3C[C@@H](O)[C@](O)(C(=O)CO)[C@@]3(C)C[C@H](O)[C@@]12F (stereo not given in full),97,x,103,106,95,106,108,123
CC(=O)Nc1c([N+](=O)[O-])cc2c3c(cccc13)CC2,98&100,98&107,100,99,95&124,100,105&113,109
COc1cc(CNC(=O)/C=C/c2ccc3c(c2)OCO3)ccc1OCc1cn(-c2ccccc2)nn1,81,56,110,92,87,x,101,x
CCCCCCCCc1ccc(C(=O)Nc2cccc(O)c2)cc1,47,68,84,79,77,65,83,81
Cc1ccc(/C=C/C2=NN(c3ccc(-c4ccc(Cl)cc4)nn3)C(c3ccc(C)o3)C2)o1 (stereo not given),94,53,95,103,102,84,98,88

# (cont.)
Structure,SK-MEL-5,T-47D,SK-MEL-2,UACC-257,MALME-3M,LOX IMVI,SK-MEL-28,HS 578T
O=C1C(CCS(=O)c2ccccc2)C(=O)N(c2ccccc2)N1c1ccccc1 (stereo not given),104,x,89,107,102,103,114,143
Cc1cc(C)c(C(=O)CC(C)C)c(C)c1,103,x,101,110,99,100,105,102
NC(=O)c1ccc(=O)n(C2OC(CO)C(O)C2O)c1 (stereo not given),95,103,102,102,x,93,101,118
CCn1cc2c(cc1=O)-c1nc3ccccc3c3ccnc(c13)C2=O,43,57,62,74,90,57,72,94
CC(C)c1ccc(-c2cnc3nonc3n2)cc1,33,43,76,52,61,26,74,78
CC(=O)c1ccc(NC(=O)c2cc(-c3ccc(S(C)(=O)=O)cc3)nc3ccccc23)cc1,97,100,102,101,106,98,108,95
COC(=O)C(Cc1cnc[nH]1)NC(=O)CCCn1c(C)c(C)c2c1N=C(SC)N1CC(=O)N=C21 (stereo not given),98,104,105,107,108,92,113,107
CNCCNC,x,100,112,109,98,95,93,96
CCOC(=O)C1(C(=O)OCC)N=C(c2ccccc2)C=C1c1ccccc1,90,62,83,92,86,95,105,95
Cc1ccc(-c2nc(Nc3ccc(C)c(S(N)(=O)=O)c3)c3ccccc3n2)cc1,87,84,118,104,92,2.9*,113,102
C/C(=C1\S/C(=N\O)NC1=O)c1ccc(N)cc1,100,x,103,98,103,95,99,92
CCN1CCN(C(=O)[C@]23CC[C@@H](C)[C@H](C)[C@@H]2C2=CC[C@@H]4[C@@]5(C)CCC(=O)C(C)(C)[C@@H]5CC[C@@]4(C)[C@]2(C)CC3)CC1,-84*,8.5*,12,-24*,-86*,-85*,-65*,-1.8*
COc1ccc(/C=C/C(c2cc(OC)c(OC)c(OC)c2)n2ccnc2)cc1O (stereo not given),17,41,42,34,58,46,59,32
C[C@H](c1nc2ccc(Cl)cc2[nH]1)[C@H]1CC[C@H]2[C@@H]3CCC4=CC(=O)CC[C@]4(C)[C@H]3CC[C@]12C,79,69,104,92,101,87,94,86
CN(C(=N)N)c1ccccc1,108,111,109,110,x,107,106,106
COc1ccc(-c2ccc3c4c(cccc24)C(=O)N(c2nc4ccccc4s2)C3=O)cc1,98,105,94,100,66,95,97,93
CC[C@H](C)OC(=O)c1nn(C(C)=O)c2ccccc12,102,89,114,112,113,95,117,106
C=CCN(CCOC(=O)c1ccc([N+](=O)[O-])cc1)CCOC(=O)c1ccc([N+](=O)[O-])cc1,95,91,110,98,99,89,106,101
O=c1ccn(C2CC(O)C(O)C(CO)O2)c(=O)[nH]1 (stereo not given),137,102,145,112,112,109,109,120
COc1cccc2c1C(=O)c1c(O)c3c(c(O)c1C2=O)C[C@@](O)(C(=O)CO)C[C@@H]3OC1CC(OC(C)=O)C(OC(C)=O)C(C)O1 (stereo not given in full),-100*,-27*,-0.5*,-28*,-83*,-75*,-8.2*,-11*
C/C(CCC(=O)O)=N\Nc1ccc([N+](=O)[O-])cc1[N+](=O)[O-],104,92,98,82,145,93,111,75
O=C(Nc1ccc(C2=NCCN2)cc1)c1cccc(NC(=S)Nc2ccc(C3=NCCN3)cc2)c1,93,85,99,99,102,93,103,109
N#Cc1ccccc1Cn1c2nc(=N)c3ccccc3c-2nc2ccccc21,32,67,88,42,x,51,90,98
CCCN(c1ccc(Cl)cc1)c1nc(-c2ccc(Br)cc2)cs1,99,77,95,115,94,98,111,95
COc1ccc(NC(=O)[C@H](C)NC(=O)OC(C)(C)C)cc1C(=O)Nc1cccc(C2CC(=O)c3c(cc(OC)c(OC)c3OC)O2)c1 (stereo not given in full),35,15,64,86,61,31,71,59
Clc1cccc(Nc2ncnc3ccc(-c4cncc(-c5nn[nH]n5)c4)cc23)c1,99,84,101,84,91,93,113,96
N[C@@H](Cc1cc(I)c(Oc2cc(I)c(O)c(I)c2)c(I)c1)C(=O)O,92,110,95,x,88,91,111,52
O=C(/C=C/c1ccc(Oc2ccc(Cl)cc2)cc1)c1ccc(Cl)cc1,103,93,103,91,97,94,108,116
O=C(Nc1cccc(C2=NCCN2)c1)c1ccc(OCCCOc2ccc(C(=O)Nc3cccc(C4=NCCN4)c3)cc2)cc1,3.0*,18,-47*,-11*,-82*,-33*,-67*,36
Cn1ncc2c(NCCO)nc(Cl)nc21,91,x,106,106,124,86,108,106
CCCCn1c(=O)[nH]c2c(c1=O)C(c1ccc(F)cc1)c1c([nH]c(=O)n(CCCC)c1=O)N2,101,81,102,96,88,93,115,106
C/C(=N\Nc1ccc(C(=O)O)cc1)c1cnn(-c2cc(=O)[nH]c3ccccc23)c1C,100,99,103,105,91,89,103,88
Nc1[nH]c(=O)ncc1F,101,106,108,103,113,99,101,128
COc1ccc2[nH]cc(-c3csc(-c4ccc5ccccc5c4)n3)c2c1,98,74,94,x,116,100,102,118
Nc1cccc(Br)c1,106,105,105,98,136,93,100,107
CCCC1N=C(N)N=C(N)N1c1ccc(OC)cc1 (stereo not given),96,103,107,74,101,94,108,98
O=C(OCC(O)C1OC(c2ccccc2)OC(COC(=O)c2ccccc2)C1O)c1ccccc1 (stereo not given),97,109,x,x,105,108,104,116
O=c1cc(-c2nccc3c2[nH]c2ccccc23)c2ccc(O)cc2o1,98,107,96,107,85,88,95,103
COc1ccc(C(O)C2=CC(=O)c3ccccc3C2=O)cc1 (stereo not given),77,54,94,96,104,80,98,121
Cc1nc2ccccc2c(/C=C/c2ccccc2)c1C(=O)/C=C/c1ccccc1,45,16,27,9.7*,37,-64*,24,42
Fc1ccc2[nH]c3c(NCCCN4CCOCC4)ncnc3c2c1,92,55,66,107,61,69,104,35
